V1aR counter = counter-screen for oxytocin receptor agonists: human V1a receptor agonists. CHO-V1R cells, Fluo-8 calcium fluorescence, agonist mode; 0% DMSO, 100% 3 nM vasopressin. activation, % at 3 µM. 320,000 tested, 0.25% active. AID 2797;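 active = activation above the mean activation of all tested compounds plus 3 SD, per screening run, cut at about 20% in these data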;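 also: signal is peak over basal fluorescence ratio across a 100 second FLIPR read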
Target sequence (P37288 whole entry, looked up): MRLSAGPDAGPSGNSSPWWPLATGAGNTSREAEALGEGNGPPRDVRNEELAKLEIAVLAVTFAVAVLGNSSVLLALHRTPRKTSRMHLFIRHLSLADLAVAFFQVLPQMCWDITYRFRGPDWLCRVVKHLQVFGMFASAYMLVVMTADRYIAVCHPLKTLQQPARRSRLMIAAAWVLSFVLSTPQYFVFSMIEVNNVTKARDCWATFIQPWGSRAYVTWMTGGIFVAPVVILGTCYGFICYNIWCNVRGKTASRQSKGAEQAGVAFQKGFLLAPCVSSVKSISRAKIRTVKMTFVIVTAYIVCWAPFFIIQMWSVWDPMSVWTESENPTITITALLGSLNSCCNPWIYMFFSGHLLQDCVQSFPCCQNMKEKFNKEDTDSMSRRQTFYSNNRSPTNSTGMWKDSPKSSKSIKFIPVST
OXTR ag = agonists of human oxytocin receptor; activation, % at 3 µM; 320,000 tested, 0.32% active; P30559; AID 2435; CHO-OTR cells, Fluo-8 calcium fluorescence; normalized: DMSO 0%, oxytocin 100%;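 active = activation above the mean of all tested compounds plus 3 SD, cutoff set per screening run, cut at about 20% in these data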;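 also: peak over basal fluorescence ratio from a 100 s FLIPR kinetic read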
MEKK2mut PB1 HTS = signal of MEK5 binding to mutant human MEKK2 PB1 domain; 290,000 tested, 0.35% active; bead flow cytometry, Alexa488-MEK5 binding to MEKK2 mutant; percent response, % at 10 µM; in the data active = percent response above about 24%, passing the limit was not always enough; also: inactives centre near 1; some results filed as inactive read as strong as hits; reference of the scale not given here
MEKK3 PB1 HTS = modulators (inhibitors or enhancers) of MEK5 binding to human MEKK3 PB1 domain | Q99759 | bead-based flow cytometry, Alexa488-MEK5 binding to MEKK3; actives lie on both sides; 0 = blocked by unlabeled MEK5, 100 = vehicle | binding response (% of control), % at 10 µM | 290,000 tested, 1.4% active | AID 1529;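 active = binding response more than 3 SD above or below the average of its plate-row segment, actives on both sides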;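 also: Alexa488 bead fluorescence after subtracting the streptavidin-only scavenger bead signal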
PHOSPHO1 inh = blocks human PHOSPHO1 phosphatase activity | Q8TCT1 | recombinant PHOSPHO1, absorbance phosphatase assay | AID 1565 | inhibition, % at 13.3 µM | 290,000 tested, 1.1% active; in the data active = inhibition above about 60%
Target sequence (Q8TCT1 whole entry, looked up): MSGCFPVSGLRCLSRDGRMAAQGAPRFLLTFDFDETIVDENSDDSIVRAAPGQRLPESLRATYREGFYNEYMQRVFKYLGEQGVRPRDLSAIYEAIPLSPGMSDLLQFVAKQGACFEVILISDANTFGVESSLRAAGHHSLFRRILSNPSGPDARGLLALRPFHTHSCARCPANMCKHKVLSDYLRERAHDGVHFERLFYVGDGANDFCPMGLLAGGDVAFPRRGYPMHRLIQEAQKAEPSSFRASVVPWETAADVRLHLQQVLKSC
NALP1 yeast inh = blocks the NALP1 inflammasome reconstituted in yeast | S. cerevisiae NALP1/ASC/caspase-1 growth, X-gal OD620, 72 h | inhibition, % at 10 µM | 280,000 tested, 0.61% active; in the data active = inhibition mostly above about 24%, no sharp cut-off; inactive = mostly below about 32%; also: some compounds called inactive have numbers as strong as hits
GPR7 antag = human neuropeptides B/W receptor 1 antagonism | AID 1861 | P48145 | 290,000 tested, 1.1% active | GPR7-expressing cells, fluorescence antagonist assay | inhibition, % at 4.4 µM; in the data active = inhibition above about 16%, passing the limit was not always enough;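 also: cells stimulated with the agonist NPW; 0% = agonist with vehicle and 100% = vehicle without agonist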
GalR3 antag = blocks the human galanin receptor 3; HEK293 GalR3-CNG cAMP membrane potential fluorescence; galR3 body fused to GalR1 C-terminus; inhibition, % at 3 µM; 360,000 tested, 0.44% active;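 active = inhibition above the screen-wide average plus 3 SD, cut at about 13% in these data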;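 also: forskolin and galanin both at EC90 stimulate the cells; cAMP rise reported by CNG channel membrane potential dye signal; 0% = forskolin plus galanin with DMSO and 100% = forskolin alone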
MEKK2 WT-MEK5 = raises or lowers MEK5 binding to wildtype human MEKK2 PB1 domain | bead flow cytometry, Alexa488-MEK5 binding to MEKK2 WT; actives lie on both sides | binding response (% of control), % at 10 µM | Q9Y2U5 | 290,000 tested, 1.1% active | AID 1531; in the data active = binding response below about 67% or above about 130%
Active calls of the source: *; . = no result given.

canonical_smiles	GPR7 antag	MEKK2mut PB1 HTS	OXTR ag	V1aR counter	MEKK2 WT-MEK5	NALP1 yeast inh	GalR3 antag	MEKK3 PB1 HTS	PHOSPHO1 inh
COC(=O)c1cc(OC)c(OC)cc1NC(=O)C1CCC(=O)N1S(=O)(=O)c1ccc(C)cc1 (configuration not stated)	-5	-3	-0.6	-1.2	98	-6	-1	99	6
COc1ccc(Cl)cc1NC(=O)CN1CCCC1	-12	-3	-0.2	0.2	95	5	-7	98	25
ClCC1NCC(c2ccccc2Cl)c2c1[nH]c1ccccc21 (configuration not stated)	-11	-10	5.1	1.3	102	3	-7	102	-7
CN(C(=S)Nc1ccc(SC(F)F)cc1)C(c1ccccc1)c1ccccc1	3	9	-0.4	-0.3	131	-6	-10	108	32
O=C(CSc1ccsc1[N+](=O)[O-])NCc1ccccc1	-13	-1	0.1	-0.2	96	-1	-3	100	42
Cc1ccc(C(=O)/C=C/c2ccccc2)o1	1	2	-2.0	-1.2	103	-14	-3	100	5
CCOC(=O)c1ccc(N=C2S/C(=C\c3cc(C)n(-c4cccnc4)c3C)C(=O)N2C)cc1	1	5	0.5	0.4	100	4	-3	108	16
COC(=O)/C(NC(C)=O)=C(\C)c1ccc(Cl)cc1	7	3	0.5	-0.1	100	1	-5	111	3
FC(F)(F)c1ccncc1-c1nnnn1-c1ccc(Cl)cc1	13	-11	0.2	0.6	95	14	-1	96	6
CCCCN1C(=O)N(c2ccc(Cl)cc2)C(C)(O)CC1(C)C (configuration not stated)	-5	5	-2.4	0.5	102	12	-9	104	20
COc1ccc(-c2csc(NC(=S)NC(=O)c3ccco3)n2)cc1Br	-10	1	0.6	0.8	101	13	-5	101	28
CC1(C)C(=O)OC(c2cc(Br)ccc2O)C(C)(C)C1=O (configuration not stated)	-20	4	-1.1	2.0	99	0	0	104	-22
CCOc1cc(CNC2CCCC2)c(Cl)cc1OCC(=O)Nc1ccccc1	4	13	3.4	3.2	140	-7	-6	109	56
O=C1C(=O)N(Cc2cccs2)c2ccccc21	15	1	0.7	0.3	102	-1	0	104	14
CN(CC(=O)Nc1ccccc1Sc1ccccc1)Cc1nc2ccccc2c(=O)[nH]1	-15	-2	-1.4	1.0	96	-7	-1	102	17
CCOc1ccc(C(=O)CC(Sc2ccc(C)cc2)C(=O)O)cc1 (configuration not stated)	-3	-15	0.3	0.4	86	-7	-4	85	-10
COc1cccc(OCc2cc(C(=O)N3CCN(C)C(c4ccccc4)C3)no2)c1 (configuration not stated)	2	0	5.0	6.0	97	14	.	102	36
CCC(C)(C)NC(=O)C(c1ccncc1)N(Cc1ccc(C)cc1)C(=O)c1csnn1 (configuration not stated)	-9	2	-1.9	2.6	101	-85	2	106	4
CCC(C(=O)NCc1ccco1)n1nc(-c2ccc(OC)cc2)ccc1=O (configuration not stated)	1	8	-1.6	-1.2	103	21	2	102	24
COc1ccc(C(=O)Nc2sc(C)c(-c3ccccc3)c2C#N)cc1OC	-12	0	-0.1	-0.2	98	12	0	101	16
Fc1cnc(N2CCc3ccccc32)nc1N1CCc2ccccc21	7	-9	0.1	0.0	87	8	-3	86	9
COc1cc(/C=C/C(=O)O)cc(S(=O)(=O)N(C)CCO)c1OC	-1	3	0.6	0.7	104	-14	1	105	21
CCOC(=O)Cn1c(=O)c(-c2cc(Br)ccc2N)nc2ccccc21	-13	3	-1.1	-0.8	108	.	-4	107	28
CC1(C)CC(=O)C2=C(C1)OC(N)=C(C#N)C21C(=O)N(Cc2ccccc2Cl)c2ccccc21 (configuration not stated)	8	2	-1.1	-0.3	102	4	0	104	0
COc1ccc(S(=O)(=O)NCc2ccccc2)cc1Br	2	2	-2.0	1.0	106	21	-8	102	19
COc1cccc(OC)c1C(=O)NNC(=O)c1ccccc1-n1cccc1	1	-5	-0.9	0.1	91	-3	-2	100	16
COc1ccccc1CC(=O)N1CCCc2ccccc21	-3	0	-1.3	0.6	101	-11	.	101	2
COc1ccccc1CNC(=O)CN(c1ccc(C)cc1)S(=O)(=O)c1c(C)n[nH]c1C	-4	0	-2.0	0.5	101	4	0	98	24
Cc1ccccc1N1C(=O)c2ccccc2C1Nc1cccnc1 (configuration not stated)	-12	4	-1.0	-0.2	102	-10	.	101	-3
O=C1CCC(=O)N1CNc1cccnc1	-1	3	-0.3	1.2	108	4	2	104	-18
O=C(Nc1cccnc1Cl)c1cccc(F)c1	-2	-6	-0.1	0.7	98	28	-3	97	47
CN(C)c1ccc(N=Nc2cccc(F)c2)cc1	-5	7	-0.9	4.0	105	11	-5	105	20
CC(C)(C)S(=O)(=O)c1nc2ccccc2s1	-11	0	-0.8	-0.3	97	12	-2	102	49
CCCCCc1c(C)c(C#N)c2nc3ccccc3n2c1-n1ccnc1C	1	2	-1.5	0.1	109	20	6	110	29
CCCCCCn1cnc2c(c1=O)c1nc3ccccc3nc1n2Cc1cccs1	-3	-6	0.2	2.0	82	26	-5	89	-4
Nc1nc(SCC(=O)Nc2ccc(C(F)(F)F)cc2)[nH]c(=O)c1NC(=O)c1ccc(F)c(F)c1	-12	8	0.1	0.4	107	8	-3	104	17
O=C(NCCCn1ccnc1)c1ccc(S(=O)(=O)Nc2ccccc2)cc1	-7	6	-0.2	-0.4	111	-10	-7	101	36
CC1CCN(S(=O)(=O)c2ccc(C(=O)Nc3sccc3C(N)=O)cc2)CC1	-8	6	1.7	4.2	102	16	1	101	-22
O=C(NCC1COc2ccccc2O1)C1CCC(CNc2c(N3CCCCC3)c(=O)c2=O)CC1 (configuration not stated)	.	1	-0.7	-0.9	104	-2	8	101	-5
COc1ccc(C2CC(c3ccccc3C)n3nc(N)nc3N2)cc1 (configuration not stated)	3	5	1.0	-0.2	99	33	3	102	34
CCOC(=O)C1CCCN(S(=O)(=O)c2c(C)noc2C)C1 (configuration not stated)	-19	-1	-0.9	1.2	101	2	-3	101	38
COc1ccc(N(C(=O)CNC(=O)c2cccs2)C(C(=O)NCC2CCCO2)c2ccccc2)c(OC)c1 (configuration not stated)	-9	0	-0.3	0.4	97	-4	-1	98	22
Cc1cccc(NCc2ccc(O)c3ncccc23)c1	-13	2	0.8	1.3	96	2	-4	99	40
CC(=O)C1=C(C)N2CCN=C2S1	1	14	-1.3	0.1	107	.	2	116	22
S=c1[nH]nc(-c2ccncc2)n1/N=C/C=C/c1ccccc1	-12	6	-0.3	0.0	110	-7	-4	111	93*

The list goes on, starting with the last three of the part before.
canonical_smiles	GPR7 antag	MEKK2mut PB1 HTS	OXTR ag	V1aR counter	MEKK2 WT-MEK5	NALP1 yeast inh	GalR3 antag	MEKK3 PB1 HTS	PHOSPHO1 inh
Cc1cccc(NCc2ccc(O)c3ncccc23)c1	-13	2	0.8	1.3	96	2	-4	99	40
CC(=O)C1=C(C)N2CCN=C2S1	1	14	-1.3	0.1	107	.	2	116	22
S=c1[nH]nc(-c2ccncc2)n1/N=C/C=C/c1ccccc1	-12	6	-0.3	0.0	110	-7	-4	111	93*
COc1cccc2cc(C(=O)NCCN3CCOCC3)oc12	-12	6	0.2	2.8	106	8	0	101	-16
Fc1ccc(C(c2nnnn2Cc2cccs2)N2CCN(C3CCCC3)CC2)cc1 (configuration not stated)	7	3	0.5	-0.8	103	-4	-8	100	8
CCCc1c(C(=O)NNc2ccc(C)cc2)cnn1-c1ccccc1	-17	-10	-0.4	0.2	94	-4	-1	91	24
c1cc(CNc2ccc3c(c2)OCCO3)ccn1	-13	1	-0.4	0.6	103	2	-3	100	6
COCCNC(=O)c1ccc(NC(C)=O)cc1	-9	4	0.6	0.7	104	6	3	107	-9
O=C(Nc1ccccn1)c1ccc(S(=O)(=O)c2ccc(Cl)cc2)cc1	0	-3	5.1	3.5	96	-6	-11	103	23
CCOC(=O)c1cnn(-c2ccccc2)c1NC(=O)CSc1nnc(-c2cccs2)n1CC	0	-4	0.0	-0.8	97	1	2	88	12
Cc1ccc2[nH]c(O)c(N=NC(=O)CCc3ccccc3)c2c1Br	4	-1	0.0	0.4	94	17	0	106	2
Cc1ccc(C)c(N(C(=O)c2snc(C(N)=O)c2N)C(C(=O)NCC2CCCO2)c2cccs2)c1 (configuration not stated)	2	-12	-2.2	-0.1	73	0	1	71	12
Cc1ccc(C)c(NS(=O)(=O)c2ccc(NC(=O)CSc3ccc(Cl)cc3)cc2)c1	2	6	1.8	2.3	121	14	-2	113	-11
CCN(CC)c1ccc(/C=N/n2c(C)cc(C)cc2=O)cc1	-5	-1	0.1	-0.8	98	2	-3	98	5
COc1ccc(/C(C)=N\Nc2nc(-c3ccccc3)cc(=O)[nH]2)cc1	-10	0	-1.8	0.5	101	23	0	99	-24
CC(C)[C@H](NC(=O)c1ccccc1Cl)C(=O)OCc1cc(=O)n2cc(Br)ccc2n1	-8	-3	0.3	0.3	103	7	7	105	12
CCn1cc(CN2CCCC(CO)(Cc3ccc(F)cc3)C2)c2ccccc21 (configuration not stated)	16	15	7.8	7.7	127	24	-11	108	.
Cc1cc(C(=O)CSc2nnc(-c3ccco3)o2)c(C)n1-c1ccc2c(c1)OCCO2	4	4	1.3	3.9	106	-10	-5	110	92*
CCCC(=O)Nc1ccc(S(=O)(=O)Nc2cc(C)nc(C)n2)cc1	8	5	0.1	0.7	107	-17	-5	103	9
